# APJ antag: APJ receptor antagonism; P35414; CHO-K1 APJ beta-arrestin complementation, luminescence; inhibition, % at 20 µM; hit rate 0.32% among 330,000;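 active means inhibition above about 40% at 20 µM, limit read from the data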;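 further: cells challenged with 10 nM apelin-13 agonist together with compound; plate controls were apelin-13 plus DMSO wells for no effect and DMSO wells lacking apelin-13 for full effect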
# UPR CHOP act: apoptotic UPR (CHOP) activation; activation, % at 10 µM; hit rate 0.34% among 330,000; CHO-CHOP luciferase reporter, luminescence; percent of tunicamycin response over DMSO baseline;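 active means at 10 µM dose, activation of 40% or more, normalized to positive control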;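 further: 100% = tunicamycin at 10 µg/mL and 0% = DMSO alone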
#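 measured by = luciferase luminescence | assay system = CHO-CHOP cells, stable luciferase reporter of PERK-eIF2a-CHOP signalling | amount = 500 reporter cells seeded per well | timing = 6 h compound exposure at 37 °C after overnight seeding | controls = positive tunicamycin 10 µg/mL, negative DMSO alone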
# 697 NFkB inh: inhibitors of the PMA/ionomycin-induced NF-kB reporter in 697 B cells; inhibition, % at 4 µM; 697 B-cell NF-kB luciferase reporter, 16 h; hit rate 0.33% among 330,000; in the data active means inhibition above about 35%
# tim23-1 inh: inhibits growth of tim23-1 mutant yeast. S. cerevisiae tim23-1 growth, BacTiter-Glo luminescence, 24 h. inhibition, % at 20 µM. hit rate 1.3% among 330,000;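 active means growth inhibition of the mutant yeast at or above 50%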;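 further: temperature-sensitive mutant grown at 25 °C; plate controls were DMSO-treated mutant yeast for no effect and medium wells lacking yeast for full effect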
# Jurkat NFkB inh: lowers PMA/ionomycin-induced NF-kB signal in Jurkat cells; PMA/ionomycin-induced NF-kB luciferase reporter, luminescence; inhibition, % at 4 µM; hit rate 0.53% among 330,000; in the data active means inhibition above about 50%
# UPR XBP1 act: activators of adaptive arm of unfolded protein response (XBP1). CHO-XBP1 luciferase reporter, IRE1-XBP1 UPR activation, luminescence; percent of tunicamycin response, DMSO as zero. activation, % at 20 µM. hit rate 0.33% among 330,000. AID 463104;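 active means versus positive control, 20 µM dose yields 30% or more activation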;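 further: 100% = tunicamycin at 10 µg/mL and 0% = DMSO only wells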
#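 Assay system: IRE1-XBP1 luciferase reporter CHO line. Input: 1000 cells/well. Buffer or medium: F12 with 10% serum. Doses: 20 µM, 1% DMSO. Times: overnight seeding at 37 °C, 6 h compound treatment at 37 °C. Technique: Steady-Glo luciferase glow luminescence, 10 min after reagent addition.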
# Mdm2-MdmX inh: human Mdm2/MdmX binding inhibition; O15151+Q00987; SaOS-2 split-luciferase Mdm2/MdmX complementation, luminescence; inhibition, % at 8 µM; hit rate 3% among 330,000;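 active means inhibition of at least 50% at 8 µM in the primary screen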
# Target sequence (O15151 whole entry, looked up): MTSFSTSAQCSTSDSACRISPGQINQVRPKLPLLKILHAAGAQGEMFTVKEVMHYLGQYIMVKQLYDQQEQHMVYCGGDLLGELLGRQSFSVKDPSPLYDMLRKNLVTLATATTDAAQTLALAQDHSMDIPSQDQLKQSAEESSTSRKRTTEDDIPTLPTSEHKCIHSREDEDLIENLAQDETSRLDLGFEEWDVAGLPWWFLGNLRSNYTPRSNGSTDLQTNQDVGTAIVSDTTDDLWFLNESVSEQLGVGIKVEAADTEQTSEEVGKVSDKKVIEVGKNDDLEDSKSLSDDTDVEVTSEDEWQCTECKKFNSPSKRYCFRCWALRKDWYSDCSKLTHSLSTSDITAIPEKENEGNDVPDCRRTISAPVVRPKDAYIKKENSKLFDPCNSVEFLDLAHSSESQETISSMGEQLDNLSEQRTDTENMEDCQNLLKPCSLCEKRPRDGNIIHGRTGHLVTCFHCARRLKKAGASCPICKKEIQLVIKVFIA
# Target sequence (Q00987 whole entry, looked up): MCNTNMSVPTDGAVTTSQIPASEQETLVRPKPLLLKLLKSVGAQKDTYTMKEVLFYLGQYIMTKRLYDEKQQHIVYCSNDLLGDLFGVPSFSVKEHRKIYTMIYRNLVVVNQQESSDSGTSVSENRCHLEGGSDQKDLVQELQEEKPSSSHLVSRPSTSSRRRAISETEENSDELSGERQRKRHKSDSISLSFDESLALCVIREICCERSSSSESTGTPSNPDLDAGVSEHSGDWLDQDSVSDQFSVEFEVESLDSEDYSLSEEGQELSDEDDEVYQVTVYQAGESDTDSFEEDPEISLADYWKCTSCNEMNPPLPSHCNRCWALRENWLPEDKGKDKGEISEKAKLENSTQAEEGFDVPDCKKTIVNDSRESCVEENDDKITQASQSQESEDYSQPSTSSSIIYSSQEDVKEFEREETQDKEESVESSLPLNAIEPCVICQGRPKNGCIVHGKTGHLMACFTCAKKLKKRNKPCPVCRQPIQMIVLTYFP
# APJ ag: APJ receptor agonism; P35414; CHO-K1 APJ PathHunter beta-arrestin, luminescence; 0% DMSO wells, 100% apelin; activation, % at 20 µM; hit rate 0.11% among 330,000; AID 2520;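 active means activation more than six SD over the plate average, tested at 20 µM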;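 further: 0% = DMSO alone and 100% = apelin-13 at 10 nM; some results filed as inactive read as strong as hits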
#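 Material: engineered CHO-K1 APJ arrestin reporter cells; amount: 1000 CHO-K1 reporter cells seeded per well; incubation: compound stimulation 90 min at 25 °C, detection 60 min; signal: luminescent beta-gal fragment complementation, chemiluminescent substrate; read-out basis: APJ agonist activity; controls: DMSO-only wells as negative, 10 nM Apelin-13 as positive control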
# * = called active by the depositor; / = not tested or not shown.
SMILES	APJ antag	UPR CHOP act	697 NFkB inh	tim23-1 inh	Jurkat NFkB inh	UPR XBP1 act	Mdm2-MdmX inh	APJ ag
N#Cc1c(NC(=O)c2ccc(Cn3cc(Br)cn3)o2)sc2c1CCCCCC2	-13	2.7	-1	27	5	0	32	-6
Cc1ccc(C2CC(c3cccc(Br)c3)Nc3nnnn32)cc1 (centres undefined)	-15	3.4	-5	27	-4	-6	-5	-1
Cc1ccc(C(=O)COC(=O)c2cccc([N+](=O)[O-])c2)s1	1	2.7	-4	30	9	3	-19	-4
Cc1nc2ccccn2c1C(=O)/C=C/c1ccc(F)cc1	12	8.2	-111	37	-61	0	38	-4
CN(C)[C@@H](CO)c1nnc([C@H](Cc2ccc(O)cc2)NC(=O)C2CCNCC2)o1	-71	-1.9	0	-14	11	-4	0	-1
O=C(NC1CCCCCCC1)c1ccc(S(=O)(=O)N2CCCC2)cc1	17	0.3	8	-18	-7	-2	23	-2
Cc1ccc(C(=O)Nc2c(-c3cccs3)c(=O)c3ccccc3n2C)cc1	-1	-2.1	-2	24	-22	-1	22	-4
CCOC(=O)N1CCN(C(=O)CSCc2ccc(Cl)cc2)CC1	6	1.1	-51	22	-1	-2	-7	3
CC(=O)O[C@H](CC(=O)O)C[N+](C)(C)C	6	-1.1	18	-4	8	-3	12	-4
Cn1c(=O)c2c(ncn2Cc2cccc(Cl)c2)n(C)c1=O	3	3.6	-23	13	24	-5	11	1
O=C(Nc1ccc(F)cc1)c1ccc(S(=O)(=O)N2CCCC2)cc1	-3	-1.2	11	21	-4	-6	20	-1
Cc1c(C(=O)Nc2ccc(F)cc2)oc2ccc(S(=O)(=O)N3CCCC3)cc12	-9	-0.7	3	-11	-3	-2	28	4
CC1CC(C)CN(S(=O)(=O)c2ccc(C(=O)N(c3ccccn3)C3CCCCC3)cc2)C1 (centres undefined)	4	0.1	3	-6	5	-2	12	-4
CC(C)=CCN1CCN(Cc2cccnc2)CC1CCO (centres undefined)	3	-0.9	-9	-6	3	2	2	-6
O=C(c1ccccc1)c1ccc2nc(-c3ccc(NC(=O)c4ccccc4Br)cc3)[nH]c2c1	-13	7.3	0	8	-6	6	29	8
O=[N+]([O-])c1cccc(S(=O)(=O)Nc2ccc(S(=O)(=O)NCC3CCCO3)cc2)c1 (centres undefined)	-13	-0.6	-20	-2	-16	0	11	-6
CC(C(=O)N(C1CC1)C1(C(=O)Nc2ccccc2)CCCC1)N1C(=O)c2ccccc2C1=O (centres undefined)	18	-2.3	1	7	-1	-4	8	-2
CC(C)(C)N(Cc1ccccc1)C(=O)CN1C(=O)NC2(CCCCCC2)C1=O	13	0.4	6	18	-10	1	-18	-5
CSCCC(NC(N)=O)C(=O)NCc1ccc(Cl)cc1 (centres undefined)	1	-2.7	-50	-4	1	0	4	3
Cc1[nH]c2ccccc2c1C(=O)CSc1nncn1C	17	-0.6	18	0	19	-3	17	-3

# Pulled by compound from above (six):
SMILES	APJ antag	UPR CHOP act	697 NFkB inh	tim23-1 inh	Jurkat NFkB inh	UPR XBP1 act	Mdm2-MdmX inh	APJ ag
O=C(c1ccccc1)c1ccc2nc(-c3ccc(NC(=O)c4ccccc4Br)cc3)[nH]c2c1	-13	7.3	0	8	-6	6	29	8
CN(C)[C@@H](CO)c1nnc([C@H](Cc2ccc(O)cc2)NC(=O)C2CCNCC2)o1	-71	-1.9	0	-14	11	-4	0	-1
CC(C)(C)N(Cc1ccccc1)C(=O)CN1C(=O)NC2(CCCCCC2)C1=O	13	0.4	6	18	-10	1	-18	-5
Cc1ccc(C2CC(c3cccc(Br)c3)Nc3nnnn32)cc1 (centres undefined)	-15	3.4	-5	27	-4	-6	-5	-1
CSCCC(NC(N)=O)C(=O)NCc1ccc(Cl)cc1 (centres undefined)	1	-2.7	-50	-4	1	0	4	3
O=C(Nc1ccc(F)cc1)c1ccc(S(=O)(=O)N2CCCC2)cc1	-3	-1.2	11	21	-4	-6	20	-1

# Later entries:
SMILES	APJ antag	UPR CHOP act	697 NFkB inh	tim23-1 inh	Jurkat NFkB inh	UPR XBP1 act	Mdm2-MdmX inh	APJ ag
CCCC1(c2ccccc2)NC(=O)N(C/C=C/Cl)C1=O (centres undefined)	27	3.7	-17	10	-15	1	20	-4
COCc1cc(C)nc(OCC(=O)N/N=C/c2cccc(OC)c2)c1C#N	9	1.2	-14	-10	9	-3	-21	3
COc1ccc(C(=O)N(c2ccccc2)C2C=CS(=O)(=O)C2)cc1 (centres undefined)	-10	-0.6	0	-5	-12	-1	3	-1
O=C(Nc1ccon1)C(Sc1ccccc1)c1ccccc1 (centres undefined)	3	0.6	-3	26	1	0	10	-4
CC[C@]12c3[nH]c4ccc(OC)cc4c3CCN1C(=O)C(CC(=O)NCCN1CCOCC1)C[C@@H]2C(=O)N1CCN(C(=O)c2ccco2)CC1 (some centres undefined)	/	-0.1	3	8	/	1	20	/
COC(=O)C1C(=O)c2c([nH]c(C(=O)OCC3CCCO3)c2C)CC1C (centres undefined)	-1	2.2	-74	26	-75	0	-18	-4
CC(/C=C/c1ccc(Cl)o1)=C\C(=O)O	7	0.0	10	6	-15	-4	-2	-2
Cc1nn(C)cc1C(C(=O)NC1CCCCC1)N(C(=O)c1cnccn1)c1ccc(Oc2ccccc2)cc1 (centres undefined)	20	-0.7	-3	-13	13	-3	32	-1
COC(=O)[C@]1(C)CCC[C@@]2(C)C3CC[C@]4(OC(C)=O)C[C@@]3(CCC21)CC4=NO (some centres undefined)	1	0.3	14	36	-14	-4	6	2
Cc1cc(=O)n2[nH]c(-c3sccc3-n3c(C)ccc3C)cc2n1	7	0.2	7	-9	13	-3	-4	0
CC1CN(C2CCN(C(=O)c3ccccc3)CC2)CC(C)O1 (centres undefined)	-18	-0.7	6	14	-1	-4	11	-3
Cc1[nH]n2c(=O)cc(Cc3ccccc3)nc2c1C#N	-12	1.7	10	7	-3	-3	17	7
COc1cc(OC)c(C2SCCN2S(=O)(=O)c2ccc(F)cc2)cc1OC (centres undefined)	12	1.4	-19	-26	-3	-2	13	0
COc1ccc(C(=O)C2CCCN(C(=O)Cn3nc(C)cc3C)C2)cc1F (centres undefined)	-14	1.4	7	0	-1	-2	-13	-6
COc1cc(/C=C/C(=O)OCC(=O)c2c(N)n(C)c(=O)n(C)c2=O)ccc1O	12	-1.5	0	-4	5	2	-4	-4
O=C(Nc1ccc2c(c1)OCO2)c1noc2c1CCCCC2	17	1.1	-153	35	-145	-1	-144	-4
CCC1=NN(C(=O)Cc2ccc([N+](=O)[O-])cc2)C(O)(C(F)(F)F)C1 (centres undefined)	-4	-0.9	-6	17	14	-2	-10	1
CC(=O)Nc1ccc(C(=O)NNC(=O)c2cccs2)cc1	14	-1.7	2	-2	-1	0	18	-1
COC(=O)C1CCN(C(=O)c2cc(=O)[nH]c3ccccc23)CC1	-5	-0.7	7	-9	-1	0	26	-2
CCOC(=O)CC(=O)NC(CC(=O)OC)c1ccc(C(C)C)cc1 (centres undefined)	14	0.9	-8	1	-2	-5	14	-3
CCOC(=O)c1cnn(-c2ccccc2)c1-c1ccccc1	1	-0.5	11	4	2	-3	21	2
CNC(=S)NNC(=O)c1cccc(C(F)(F)F)c1	32	-0.3	14	-14	0	0	1	-8
Cc1ccc(S(=O)(=O)N2CCN(C(=O)CCC(=O)N3CCc4ccccc43)CC2)cc1	3	-0.9	-14	3	5	0	0	-2
O=C(Cn1c2[n+](c3ccc(C(F)(F)F)cc31)CCCCC2)c1ccc2c(c1)OCCO2	12	1.2	2	3	0	2	15	-3
O=C(OCC(=O)N1CCc2ccccc21)c1ccccc1[N+](=O)[O-]	-7	-5.2	-38	22	-95	-7	-107	-1
Cc1ccccc1C(=O)NCC(=O)NNC(=O)CCN1CCN(c2ccccc2)CC1	13	-0.8	13	-10	-1	-1	19	-4
O=C(NCC(=O)N1CCCC(C(F)(F)F)C1)c1ccco1 (centres undefined)	15	1.5	11	11	-16	-2	0	-2
Cc1ccc2c(CSc3nc4ccccc4c(=O)n3CCCO)cc(=O)oc2c1C	13	1.7	2	22	22	6	29	0
Cc1csc(NC(=O)c2ccccc2)n1	-9	5.5	-110	12	-82	0	-57	-2
O=C(NNC1CC(=O)N(c2ccc(F)cc2)C1=O)c1cccnc1 (centres undefined)	-14	1.7	12	9	20	-3	16	1
Cc1ccccc1C(=O)NC(=S)NCc1cccnc1	-4	-1.7	4	-6	21	0	18	-4
O=[N+]([O-])c1ccccc1OCC(O)CN1CCN(CC(O)COc2ccccc2[N+](=O)[O-])CC1 (centres undefined)	-22	-0.4	-4	3	-10	-3	5	-2
CN1C(=O)/C(=C/c2ccc(C(=O)NC3CCCC3)cc2)Oc2ccccc21	-2	3.5	-64	-10	-19	34*	10	-6
CCc1cccc(CC)c1NC(=O)CN1CCN(S(=O)(=O)c2ccccc2)CC1	-2	-0.1	-50	6	2	-1	12	5
COc1cccc(C2c3[nH]c4ccccc4c3CCN2Cc2cccc(C)n2)c1 (centres undefined)	16	0.0	10	34	2	3	-13	-1
CCOc1cc(C(=O)NC(=S)Nc2nc(C)cc(C)n2)cc(OCC)c1OCC	13	-0.3	-34	19	-5	10	10	-5
COc1ccc(NC(=O)CON=CC(=O)Nc2ccc(C)cc2)c(OC)c1	-9	-2.2	7	-3	13	-4	-7	-1
O=C(Nc1nccs1)C1CCCN(S(=O)(=O)c2cccc3cccnc23)C1 (centres undefined)	-26	1.0	-13	6	-10	-3	3	-1
Cc1ccc(C(=O)O/N=C(\N)c2ccccc2)c(Cl)c1	-19	-10	-343	83*	-50	-12	80*	8
Cc1cc(C)nc(NC(=NCCc2c[nH]c3ccccc23)NC(=O)Nc2ccccc2)n1	-20	1.2	6	25	-11	-3	64*	1
NC(=O)CCCn1c(C(=O)c2ccc(Cl)cc2)c2ccc(C(F)(F)F)cc2[n+]1[O-]	5	1.0	12	18	10	0	-5	7
Cc1ccc(NC(=O)c2ccc(C#CC3(O)CCCCC3)cc2)cc1C	-22	5.2	-13	3	-10	4	6	1
CCC(=O)Nc1cccc(NC(=O)c2ccccc2Cl)c1	5	1.4	23	11	21	-4	28	-3
Cc1cc(C)c(C(=O)N(C)C2CCCN(Cc3ccccc3F)C2)o1 (centres undefined)	9	0.7	9	-7	9	-6	16	0
CC(=O)Nc1ccc(S(=O)(=O)N2CCC(N3CCCCC3)CC2)cc1	0	1.1	7	14	8	1	10	-2
CCNC(=O)C1Cc2ccccc2CN1S(=O)(=O)c1ccc(F)cc1 (centres undefined)	0	-0.8	-8	24	-8	-1	-15	-2
O=C(NNC(=O)c1ccc(S(=O)(=O)N2CCOCC2)cc1)c1ccccc1	8	1.3	1	2	13	-3	-24	-4
COc1ccccc1C(c1nnnn1C1CCCC1)N1CCN2CCCC2C1 (centres undefined)	-1	-0.3	4	8	-1	-3	6	-1
Cc1ccc(NC(=O)COC(=O)c2cccnc2Cl)cc1S(=O)(=O)N1CCOCC1	8	-0.5	15	16	5	0	-14	-2

# Source: PubChem BioAssay
